Screening results: PubChem, National Center for Advancing Translational Sciences (NCATS)
RGS4 inhibitor = Inhibitors of Regulator of G Protein Signaling (RGS) 4: qHTS. Regulator of G-protein signaling 4 (Homo sapiens), P49798. Transcreener GDP fluorescence polarization, RGS4-accelerated GTP hydrolysis. Potency, µM (titrated, usually from 114 µM), without a hit: top-dose activity change, negative = inhibition, most hits filed as inhibitors. 390,000 tested, 0.039% active. AID 504845, 2011; also: potency is read from the fitted curve at half-maximal effect; % is scaled to controls: 0 for no effect and ±100 for the full control effect; nearly all actives have a fitted effect of over 75% in size; some results filed as inactive show a strong effect at the top dose
Target sequence (P49798 whole entry, looked up): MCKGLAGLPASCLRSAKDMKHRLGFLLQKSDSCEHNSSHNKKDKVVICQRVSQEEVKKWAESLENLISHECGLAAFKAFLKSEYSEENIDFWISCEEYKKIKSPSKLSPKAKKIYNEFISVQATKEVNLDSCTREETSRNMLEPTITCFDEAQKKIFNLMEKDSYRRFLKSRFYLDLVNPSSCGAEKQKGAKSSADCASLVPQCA
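MLSMR compounds (23 nl, pin-transferred) preincubated 10 min at room temperature with a 500nM (2x) first reagent, then RGS4 at 900nM (2x) plus Transcreener GDP mix added; fluorescence polarization (620/688 nm) read before and after 90 min at 30 °C.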
GRP78 ERSR act = qHTS for Inducers of the Endoplasmic Reticulum Stress Response (ERSR) in Human Glioma: qHTS; U87-MG GRP78 promoter luciferase reporter, 16 h; Potency, µM, for inactives: at the highest dose activation, usual class: activators; 420,000 tested, 0.02% active; also: potency is read from the fitted curve at half-maximal effect; series mostly up to about 76 µM; % of control where 0% means no effect; nearly all actives have a fitted effect of over 35% in size
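Stably transfected U87-MG glioma cells carrying a GRP78-based luciferase sensor; 16 h compound incubation. Luminescence end-point read 10 min after Bright-Glo addition at room temperature.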
TrxR1 substrate = qHTS Assay for Substrates of Mammalian Selenoprotein Thioredoxin Reductase 1 (TrxR1): qHTS | purified TrxR1 substrate turnover, NADPH consumption readout | Potency, µM (highest dose often 114 µM), for the others: at the highest dose activity change, negative = substrate turnover | 390,000 tested, 0.01% active; also: potency is read from the fitted curve at half-maximal effect; % is scaled to controls: 0 for no effect and ±100 for the full control effect; nearly all actives have a fitted effect of over 50% in size
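Rat TrxR1, dispensed at 90 nM, was prereduced with 400 uM NADPH (final) for 5 min at ~22 deg C, then incubated with compound 15 min before 400 uM selenite. A first-read NADPH fluorescence drop versus no-compound background flagged substrates.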
Vif-A3G inh = qHTS for Inhibitors of Vif-A3G Interactions: qHTS. HeLa A3G-eYFP + Vif (tagged APOBEC3G with the HIV-1 protein that degrades it), YFP fluorescence, overnight. Potency, µM (highest dose often 46.1 µM), without a hit: top-dose activity, negative = active, actives largely listed as inhibitors. 410,000 tested, 0.076% active. AID 602310, 2012;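 also: potency is read from the fitted curve at half-maximal effect; % is scaled to controls: 0 for no effect and ±100 for the full control effect; nearly all actives have a fitted effect of over 60% in size; hits raise eYFP signal because A3G escapes Vif-driven loss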
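Read-out is eYFP fluorescence (Ex 488/Em 500-530) from Vif-expressing HeLa A3G-eYFP cells; more signal means A3G escaped Vif-mediated degradation. Cells plated overnight, compound pinned in, incubated overnight at 37 deg C.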
Vif-APOBEC3F blk = qHTS for Inhibitors of Vif-A3F Interactions: qHTS | Potency, µM (highest dose often 46.1 µM), without a hit: at the top dose activity, negative = active | HeLa A3F-eYFP + Vif (tagged APOBEC3F with the HIV-1 protein that degrades it), YFP fluorescence increase | 390,000 tested, 0.2% active; also: potency is read from the fitted curve at half-maximal effect; % of control where 0% means no effect; nearly all actives have a fitted effect of over 65% in size
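Fluorescence increase (Ex 488/Em 500-530) after overnight compound treatment at 37 deg C flags inhibition of Vif-driven A3F-eYFP loss in stable HeLa A3F-eYFP/Vif cells seeded overnight beforehand.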
TrxR1 inh = qHTS Assay for Inhibitors of Mammalian Selenoprotein Thioredoxin Reductase 1 (TrxR1): qHTS; Thioredoxin reductase 1, cytoplasmic (Rattus norvegicus), O89049; recombinant rTrxR1, NADPH fluorescence consumption, selenite substrate; Potency, µM (titrated, usually from 114 µM), without a hit: at the highest dose activity change, negative = inhibition, most hits filed as inhibitors; 390,000 tested, 1% active; also: potency is read from the fitted curve at half-maximal effect; % is scaled to controls: 0 for no effect and ±100 for the full control effect; nearly all actives have a fitted effect of over 65% in size
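Rat TrxR1 (90 nM in the dispensed reagent) was pre-reduced with 400 uM NADPH for 5 min at room temperature, then incubated with compound for 15 min. After 400 uM selenite was added, NADPH fluorescence (Ex 340/Em 450 nm) was followed for 8 min.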
USP1 inh = Inhibitors of USP1/UAF1: Primary Screen. recombinant USP1/UAF1, Ub-Rhodamine cleavage fluorescence. 390,000 tested, 0.23% active. Potency, µM (series often up to 57.1 µM), for inactives: at the highest dose activity change, negative = inhibition, most hits filed as inhibitors. Ubiquitin carboxyl-terminal hydrolase 1 (Homo sapiens), O94782; also: potency is read from the fitted curve at half-maximal effect; % is scaled to controls: 0 for no effect and ±100 for the full control effect; nearly all actives have a fitted effect of over 60% in size; inactives centre near -12
Target sequence (O94782 whole entry, looked up): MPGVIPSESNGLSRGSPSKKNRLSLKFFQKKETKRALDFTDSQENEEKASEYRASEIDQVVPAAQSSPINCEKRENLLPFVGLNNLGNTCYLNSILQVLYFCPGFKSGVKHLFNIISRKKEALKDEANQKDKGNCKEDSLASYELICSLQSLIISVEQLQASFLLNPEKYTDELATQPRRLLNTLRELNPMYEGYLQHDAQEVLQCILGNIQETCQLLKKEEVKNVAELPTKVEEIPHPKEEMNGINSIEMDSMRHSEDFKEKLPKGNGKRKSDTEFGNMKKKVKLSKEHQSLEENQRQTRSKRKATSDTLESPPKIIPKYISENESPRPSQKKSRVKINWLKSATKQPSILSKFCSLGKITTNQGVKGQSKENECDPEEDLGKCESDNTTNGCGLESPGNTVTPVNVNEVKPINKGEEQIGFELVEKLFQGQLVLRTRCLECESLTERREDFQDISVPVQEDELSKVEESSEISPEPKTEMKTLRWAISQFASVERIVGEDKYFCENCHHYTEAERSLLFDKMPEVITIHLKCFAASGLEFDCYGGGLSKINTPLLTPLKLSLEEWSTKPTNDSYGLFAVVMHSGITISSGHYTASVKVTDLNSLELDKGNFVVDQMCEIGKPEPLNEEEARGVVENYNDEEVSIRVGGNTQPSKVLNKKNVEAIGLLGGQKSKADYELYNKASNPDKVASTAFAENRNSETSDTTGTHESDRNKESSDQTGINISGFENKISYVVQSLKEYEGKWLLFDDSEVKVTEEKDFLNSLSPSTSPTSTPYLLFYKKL
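USP1/UAF1 complex at 1 nM was preincubated with compound for 15 min at room temperature, then Ub-Rho substrate (150nM final) was added. Fluorescence (480/540 nm) was read kinetically, 6 reads every 60 seconds.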
mIDH1 inhibitor = qHTS for Inhibitors of mutant isocitrate dehydrogenase 1 (IDH1): qHTS; 390,000 tested, 0.093% active; IDH1-R132H enzyme, NADPH consumption, diaphorase/resazurin fluorescence; Isocitrate dehydrogenase [NADP] cytoplasmic (Homo sapiens), O75874; Potency, µM (titrated, usually from 76.6 µM), inactives show at the top dose activity change, negative = inhibition, usual class: inhibitors; also: potency is read from the fitted curve at half-maximal effect; % is scaled to controls: 0 for no effect and ±100 for the full control effect; nearly all actives have a fitted effect of over 65% in size
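IDH1-R132H (0.5 ug/mL) preincubated 30 min with compound, then NADPH (0.016 mM) and alpha-KG (2 mM) added; 80 min at RT, pH 7.5. Remaining NADPH coupled via diaphorase/resazurin to fluorescence (540/590 nm); concentration-response curves normalized to no-enzyme control.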
LDHA inh = qHTS assay for inhibitors of human lactate dehydrogenase; activity change, % (values are at about 110 or 230 µM); 480,000 tested, 0.15% active; AID 1347041, 2019; purified LDHA, NADH/diaphorase-resazurin fluorescence; hits give low values; L-lactate dehydrogenase A chain (Homo sapiens), P00338; in the data active = activity change below about -30%; inconclusive = mostly about -25% to -30%;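 also: plate controls were DMSO wells for no effect and wells without enzyme for full effect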
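Resorufin fluorescence (ex540/em590), read at 0 and 20 min after diaphorase/resazurin addition, reports the NADH left after a 5 min room-temperature reaction of 2 nM human LDH5 with 0.06 mM NADH and 0.2 mM pyruvate.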
* hit, by the source's call; ? = inconclusive; . = no result given; & = joins results of further samples; [ ] = another dose, or the depositor's remark. Unless noted, calls follow the shape of the dose curve; as a rule, active = well fitted curve in the direction sought with a large enough effect; inconclusive = small, poorly fitted or top-dose-only effect, or another doubt; inactive = no such curve, though single readings can be large; an effect the other way counts as inactive or inconclusive. An excerpt; the hit share may differ from the screen's.

Preview (2 entries):
canonical_smiles | RGS4 inhibitor | GRP78 ERSR act | TrxR1 substrate | Vif-A3G inh | Vif-APOBEC3F blk | TrxR1 inh | USP1 inh | mIDH1 inhibitor | LDHA inh
COC(=O)C1=C(C)N(CCCC(=O)O)C(=O)NC1c1ccc(C(F)(F)F)cc1 (stereo not drawn) | 12% | -2% | 1%[57.1 µM] | 6% | -5% | 0%[57.1 µM] | -17% | -16% | -3
O=C(CCCc1ccccc1)NCc1ccccc1Cl | -14% | 6% | -9% | -1% | 3% | -15% | 3% | 0% | -8

Results, from the first entry:
canonical_smiles | RGS4 inhibitor | GRP78 ERSR act | TrxR1 substrate | Vif-A3G inh | Vif-APOBEC3F blk | TrxR1 inh | USP1 inh | mIDH1 inhibitor | LDHA inh
COC(=O)C1=C(C)N(CCCC(=O)O)C(=O)NC1c1ccc(C(F)(F)F)cc1 (stereo not drawn) | 12% | -2% | 1%[57.1 µM] | 6% | -5% | 0%[57.1 µM] | -17% | -16% | -3
O=C(CCCc1ccccc1)NCc1ccccc1Cl | -14% | 6% | -9% | -1% | 3% | -15% | 3% | 0% | -8
Nc1cccc(-c2cn(-c3cc4cc(C#CC5(O)CCCCC5)ccc4oc3=O)nn2)c1 | -6% | -4% | 1% | -10% | -2% | 9% | -7% | -10% | 0
COc1ccc2c(C)c(CC(=O)NCCc3ccccc3)c(=O)oc2c1OC | -6% | -2% | 7% | 1% | 2% | 16% | -24% | 4% | 3&-16
O=C(OC1CCOC1=O)c1cc(S(=O)(=O)N2CCOCC2)c(Cl)cc1Cl (stereo not drawn) | -10% | -2% | -3% | 2% | -21% | -3% | 1% | 8% | -6
COC(=O)CN1C(=O)CC(C)(C)S(=O)c2ccccc21 (stereo not drawn) | -17% | ? | 6%[57.1 µM] | -2% | -10% | 10%[57.1 µM] | 5% | -3% | 1
COc1ccc(CCNCc2c(-c3ccccc3)n(C)c3ccccc23)cc1 | 30% | 6% | 8% | -1% | -3% | 17% | -26% | 1% | -18
CN(C)c1ccc(N/C=C/C(=O)c2ccccc2)cc1 | ? | -2% | 1% | -22% | ? | 8% | 1% | 4% | 26
COc1ccc(/C=C2\SC(=O)N(CCNC(=O)Cc3coc4cc(OC)ccc34)C2=O)cc1 | 8% | 4% | -2% | -1% | -6% | 8% | -13% | 0% | 3
COc1cc(OC)c2c(c1)C(=O)c1cc(OC)cc(OC)c1C2=O | 2% | -4% | -3% | -2% | -5% | -6% | -19% | 0% | -5
COC(=O)c1ccc(Cn2cnc3c(Cl)ncnc32)cc1 | -7% | -2% | 10%[57.1 µM] | 3% | 20% | -21%[57.1 µM] | -3% | -4% | -16
Cc1ccc(NC(=O)COC(=O)C(NS(=O)(=O)c2ccc(Cl)cc2)C(C)O)cc1C (stereo not drawn) | -21% | 1% | -4%[11.4 µM] | -5% | -8% | -22%[11.4 µM] | -17% | 3% | -2
COc1ccc(-c2cc(C(=O)N3CCCCC3)c3ccccc3n2)cc1OC | 26% | -4% | 5% | -2% | 0% | 20% | -13% | -2% | -3
CSc1nc(C)cc(C)c1S(=O)(=O)c1ccccc1C | 4% | 0% | 8%[57.1 µM] | -3% | 2% | 2%[57.1 µM] | -8% | 16% | -1
O=C(NCc1cccnc1)c1ccccn1 | -19% | 1% | 0% | -5% | -9% | -6% | -27% | 2% | 3
COc1ccc(-c2csc(NC(=O)CN3C(=O)NC4(CCCC4)C3=O)n2)c(OC)c1 | 11% | -1% | -5% | -4% | -8% | 3% | -13% | 0% | -7
COc1ccc(NC(C)=O)cc1CNC(=O)COc1c(C)c(C)cc(C)c1C | -23% | -4% | -6% | -3% | -2% | 8% | -10% | 1% | -5
CN(C)c1ccc(CNC(=O)CCn2c(=O)c3cccn3c3ccc(F)cc32)cc1 | 1% | -2% | 12% | 1% | 0% | 23% | -13% | 0% | -19
COc1cc(C(=O)NCc2ccc3c(c2)OCO3)ccc1OCc1c(C)noc1C | -15% | -2% | 1%[57.1 µM] | -4% | 5% | 2%[57.1 µM] | -23% | 9% | -9
Cc1ccsc1C1Nc2ccc3ncccc3c2C2=C1C(=O)CC(C)(C)C2 (stereo not drawn) | 7% | 2% | 20%[57.1 µM] | ? | -7% | 24%[57.1 µM] | -16% | ? | -3
CCOc1ccccc1NC(=O)CSc1nnc2ccc(-c3ccncc3)nn12 | 31%[11.4 µM] | -1% | 4% | 0% | -5% | 25% | -26% | -8% | -7
Cc1cccc(NC(=O)c2nc[nH]c2C(=O)N[C@@H](C)CO)c1 | . | -1% | . | 2% | -10% | . | 6% | -3% | 0
Cc1cc(C)n(C(=O)CNC(=O)c2cccs2)n1 | 5% | -2% | 6% | 0% | -1% | 7% | -18% | 5% | -4
COc1ccc(N(C)C(=O)Cc2c(C(=O)O)n(C)c3ccccc23)c(OC)c1 | 1% | -4% | 16%[57.1 µM] | -8% | -9% | 17%[57.1 µM] | -10% | -1% | -7
CCCCOc1ccc(N(CC(=O)NC(C)(C)CC)C(=O)CCC(=O)Nc2ccccn2)cc1 | -22% | -5% | 5%[57.1 µM] | 0% | 1% | 11%[57.1 µM] | -13% | 3% | -4
COc1ccccc1-c1cc(-c2ccccc2)nc(SC(C(N)=O)c2ccccc2)c1C#N (stereo not drawn) | -19% | 0% | 14%[57.1 µM] | ? | ? | 2%[57.1 µM] | -13% | 3% | -2
COc1ccc2c(CC(=O)Nc3nc(C)cs3)coc2c1 | -4% | 6% | 6%[57.1 µM] | -12% | -10% | 11%[57.1 µM] | -17% | 3% | -5
CN(CC(=O)NCC(=O)Nc1ccc(F)c(F)c1F)C1CCS(=O)(=O)C1 (stereo not drawn) | -9% | -2% | 7% | -5% | -9% | 25% | -18% | -11% | -15
O=C(Cn1nc(Cc2ccncc2)c2ccccc2c1=O)Nc1cccc(C(F)(F)F)c1 | 14% | -4% | -2% | -6% | -21% | 6% | -15% | -19% | 0
Cc1ccc2[nH]c3c(c2c1)CN(C(=O)CN1CCCc2ccccc21)CC3 | -26% | -4% | -3%[57.1 µM] | -26% | 0% | ? | -12% | 2% | 15
CCOC(=O)C(/C(N)=N/C(=O)Nc1ccccc1)=C(\C)O | -11% | -2% | 5%[57.1 µM] | 0% | 2% | 5%[57.1 µM] | -9% | 4% | -2
Nn1cc(-c2ccccc2)nc1SCC(=O)N1CCN(S(=O)(=O)c2ccc(Cl)cc2)CC1 | -33% | -3% | 0% | -4% | -3% | 18% | -2% | 3% | 13
O=C(COC(=O)c1ccccc1NCCO)NCCc1ccccc1 | -12% | -1% | 190%[activator] | 1% | 4% | -17% | -4% | 6% | -3
CCOC(=O)C1CCCN(c2ccc(NC(=O)c3snc4c(=O)[nH]cnc34)cc2)C1 (stereo not drawn) | -43% | -3% | -7% | 1% | 1% | 0% | -2% | -1% | -4
COc1cc(NC(=O)CNc2ccc(Cl)c(S(=O)(=O)N3CCOCC3)c2)cc(OC)c1 | 3% | 1% | -5% | 2% | 3% | 4% | -6% | -22% | 0
CC(=O)Nc1ccc(C(=O)OC2CCCCC2=O)cc1 (stereo not drawn) | -18% | 0% | 17%[57.1 µM] | -4% | -6% | 21%[57.1 µM] | -6% | 1% | -1
COc1ccccc1NC(=O)N(C)C[C@@H]1OCc2ccccc2-c2c(n(C)c3ccccc23)C(=O)N([C@H](C)CO)C[C@@H]1C | . | 2% | . | -3% | 9% | . | -31% | -3% | 0
Cc1ccccc1C(=O)NC1CCN(C(=O)N(c2ccccc2)c2ccccc2)CC1 | -28% | -1% | 1% | 2% | . | 11% | -7% | 4% | -4
O=c1c2ccccc2n(Cc2cccc(F)c2)c(=O)n1Cc1ccccc1Cl | -10% | -4% | 8%[2.29 µM] | 4% | -2% | 21% | -22% | 8% | -10
CSC1=NCCN1C(=O)c1c(-c2ccccc2Cl)noc1C | -13% | -5% | 2% | 3% | -8% | 0% | -13% | 6% | 1
Cc1ccc(CNC(=O)C2CCC(=O)N(C3CC3)C2)cc1 (stereo not drawn) | -9% | -1% | 5% | -4% | 0% | 9% | -26% | 11% | -4
COc1ccc(CN(Cc2ccco2)C(=O)COc2ccccc2Cl)cc1 | 14% | -4% | -2% | -1% | 1% | 22% | 1% | -15% | 0
Cc1ccc(NS(=O)(=O)c2ccc3c(c2)NC(=O)CCS3)c(C)c1 | -4%[11.4 µM] | 1% | 3% | -1% | 1% | 14% | -19% | -2% | -2
